Bioassay records as filed in PubChem.
PTK2B oligo ant – antagonists of Pyk2 self-association, primary screen, Q293 cells, FERM NanoBiT luminescence, HTS; hits give low values; z-score (the deposit names both 25 µM and 10 µM); 99,000 tested, 0.83% active; AID 1347419, 2020;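 active = Z-score of -3 or lower, scaled per plate to the spread of control and sample wells; inactive = z-score above -3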;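 also: negative z-score means lost luminescence so less FERM oligomerization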
Target sequence (Q14289 whole entry, looked up): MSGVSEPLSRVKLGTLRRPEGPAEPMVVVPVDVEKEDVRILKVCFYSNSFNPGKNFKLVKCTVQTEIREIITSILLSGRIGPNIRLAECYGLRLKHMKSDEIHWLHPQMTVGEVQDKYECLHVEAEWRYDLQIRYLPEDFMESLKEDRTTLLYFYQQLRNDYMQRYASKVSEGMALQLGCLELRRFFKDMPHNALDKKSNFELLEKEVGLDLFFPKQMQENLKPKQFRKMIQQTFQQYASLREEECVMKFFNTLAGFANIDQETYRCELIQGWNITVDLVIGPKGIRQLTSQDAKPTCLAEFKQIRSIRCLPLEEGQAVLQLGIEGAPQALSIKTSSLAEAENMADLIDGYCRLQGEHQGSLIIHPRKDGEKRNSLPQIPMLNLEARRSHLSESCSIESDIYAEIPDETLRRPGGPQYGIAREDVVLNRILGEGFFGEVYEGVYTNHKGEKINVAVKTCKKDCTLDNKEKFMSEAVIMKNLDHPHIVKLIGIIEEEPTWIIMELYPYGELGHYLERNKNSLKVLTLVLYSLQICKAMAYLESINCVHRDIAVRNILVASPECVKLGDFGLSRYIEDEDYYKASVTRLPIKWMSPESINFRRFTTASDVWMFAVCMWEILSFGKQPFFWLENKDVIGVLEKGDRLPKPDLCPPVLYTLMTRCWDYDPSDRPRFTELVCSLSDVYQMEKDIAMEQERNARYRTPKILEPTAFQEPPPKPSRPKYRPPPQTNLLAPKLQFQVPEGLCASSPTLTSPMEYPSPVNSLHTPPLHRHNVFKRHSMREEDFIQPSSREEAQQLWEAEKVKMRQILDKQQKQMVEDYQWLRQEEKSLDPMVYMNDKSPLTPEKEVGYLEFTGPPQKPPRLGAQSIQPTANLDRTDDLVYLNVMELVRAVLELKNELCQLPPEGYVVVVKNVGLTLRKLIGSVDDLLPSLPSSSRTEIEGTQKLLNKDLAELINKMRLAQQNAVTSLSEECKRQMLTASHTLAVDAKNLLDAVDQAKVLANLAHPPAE
LYP inh 2 – PTPN22 phosphatase inhibitors, primary screen, biochemical, DiFMUP fluorescence, 2 µM; 96,000 tested, 0.21% active; recombinant LYP catalytic domain; Tyrosine-protein phosphatase non-receptor type 22 (Homo sapiens), Q9Y2R2; AID 640, 2007; inhibition, % at 2 µM;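 active = inhibition at 2 µM at or above a set limit, the screen mean plus 3 SD, cut at about 24% in these data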;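 also: 0% = DMSO with enzyme and 100% = enzyme fully blocked by orthovanadate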
Ecoli WT expand – growth inhibitors of wild-type E. coli, primary screen, strain BW25113, expanded library, OD600; OD600 absorbance; growth inhibition, % at 100 µM; 98,000 tested, 0.15% active; AID 710, 2007;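 active = growth inhibition above about 50% at one test dose, limit read from the data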;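 also: growth measured after 20 h incubation at 37 °C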
CYP2C9 act – human CYP2C9 activators, primary screen, biochemical, luminescence. Cytochrome P450 2C9 (Homo sapiens), P11712. recombinant CYP2C9, luciferin-H conversion; hits give high values; factor 1 = untreated enzyme, 0 = blocked. activation factor at 5 µM. 96,000 tested, 1.4% active. AID 1024, 2008;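 active = activation factor of 2 or more for CYP2C9 at a 5 µM dose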;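 also: 0 = sulfaphenazole-blocked wells and 1 = vehicle-only wells; values of inactives mirror those of a sister screen read the other way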
PostGolgi yeast – phenotypic screen on post-Golgi transport, primary screen. post-Golgi transport phenotypic cell assay. inhibition, % at 10 µM. 98,000 tested, 0.9% active. AID 739, 2007;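 also: yeast cells grown in 1536-well plates; yeast grown about 18 h at 30C before absorbance read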
CYP2C9 inh – blockers of cytochrome P450 2C9 activity – biochemical, luminescence, ADME assay, primary screen. P11712. CYP2C9 Supersomes, luciferin-H conversion. inhibition, % at 5 µM. 96,000 tested, 20% active. AID 777, 2007;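 active = blocking of liver enzyme CYP2C9 beyond about 50% at 5 µM, limit read from the data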; also: values of inactives mirror those of a sister screen read the other way
PostGolgi ctrl – growth inhibition of yeast control strain, primary screen, counter-screen for post-Golgi transport modulator project | efflux-deficient yeast background strain, growth absorbance A615, 16 h | inhibition, % at 10 µM | 98,000 tested, 5% active | AID 738, 2007
PTPN22 act – LYP phosphatase activators, primary screen, biochemical, DiFMUP fluorescence, 2 µM | 96,000 tested, 0.11% active | Tyrosine-protein phosphatase non-receptor type 22 (Homo sapiens), Q9Y2R2 | recombinant LYP; 0 = plate median, 100 = signal doubled | activation, % at 2 µM | AID 697, 2007;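 active = activation at 2 µM above a set limit, the mean plus 5 SD, cut at about 37% in these data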
DAT uptake mod – changed hDAT dopamine uptake under cocaine IC80, either direction, primary screen, cocaine antagonist project, cell-based, LLC-PK1 hDAT, [14C]-dopamine uptake, MLSMR; 110,000 tested, 1.3% active; Sodium-dependent dopamine transporter (Homo sapiens), Q01959; B-score at 10 µM; LLC-PK1 hDAT cells, [14C]-dopamine uptake with cocaine IC80; actives deviate in either direction;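 active = Z score or B-score, a plate-position-corrected score, falls beyond the plate's 99.7% confidence bounds, in either direction; inactive = both scores lie inside the 99.7% bounds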;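 also: scored against the spread of the other compound wells on the same plate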
* = called active by the depositor. Rule as the data show it, unless noted: active = inhibition above about 30%; inactive = the rest.

Cc1ccc(S(=O)(=O)N2CCOCC2)cc1NC(=O)COC(=O)CCC(=O)c1cccs1 was read as PTK2B oligo ant 0.85, LYP inh 2 6, Ecoli WT expand 5, CYP2C9 act 0.9, PostGolgi yeast 6, CYP2C9 inh 14, PostGolgi ctrl -2, PTPN22 act -3 and DAT uptake mod 1.5.
For COC(=O)c1cc(OC)c(OC)c(OC)c1NC(=O)c1ccc(S(=O)(=O)N(C)C)cc1 the results were PTK2B oligo ant 0.69, LYP inh 2 4, Ecoli WT expand -8, CYP2C9 act 1.2, PostGolgi yeast 4, CYP2C9 inh -17, PostGolgi ctrl 6, PTPN22 act -6 and DAT uptake mod -0.043.
CCOc1ccc(-c2nnc(-c3ccco3)o2)cc1OCC was read as PTK2B oligo ant 0.22, LYP inh 2 -7, Ecoli WT expand 2, CYP2C9 act 0.9, PostGolgi yeast -12, CYP2C9 inh 10, PostGolgi ctrl 4, PTPN22 act 5 and DAT uptake mod 1.1.
Screening COc1ccc(C(=O)CSc2nnc(C3CC3)n2N)cc1 returned PTK2B oligo ant 2.2, LYP inh 2 -16, Ecoli WT expand 3, CYP2C9 act 0.7, PostGolgi yeast 0, CYP2C9 inh 31, PostGolgi ctrl 2, PTPN22 act 18 and DAT uptake mod -1.9.
Screening Clc1cccc(Nc2ncnc3c2cnn3-c2ccccc2)c1 returned Ecoli WT expand -4, CYP2C9 act 1.2, PostGolgi yeast 21, CYP2C9 inh -15, PostGolgi ctrl -2 and DAT uptake mod -0.023.
Screening COc1ccc(OC)c(NC(=S)N2CCN(c3ccccn3)CC2)c1 returned PTK2B oligo ant -0.01, LYP inh 2 4, Ecoli WT expand 2, CYP2C9 act 1.2, PostGolgi yeast 0, CYP2C9 inh -17, PostGolgi ctrl -1, PTPN22 act 0 and DAT uptake mod -8.8*.
CCc1c(C)nc2ncnn2c1NCc1cccs1 was read as PTK2B oligo ant -0.02, LYP inh 2 -11, Ecoli WT expand 4, CYP2C9 act 0.9, PostGolgi yeast 6, CYP2C9 inh 11, PostGolgi ctrl -4, PTPN22 act 8 and DAT uptake mod 0.35.
CCCCCn1c(SCCOCC)nc2c1c(=O)[nH]c(=O)n2C was read as LYP inh 2 3, Ecoli WT expand 7, CYP2C9 act 0.6, PostGolgi yeast -7, CYP2C9 inh 44, PostGolgi ctrl 4, PTPN22 act -5 and DAT uptake mod -0.062.
For CCC(C)NC(=O)c1ccc(COc2ccccc2Cl)cc1 (centres undefined) the results were PTK2B oligo ant -0.76, LYP inh 2 4, Ecoli WT expand -10, CYP2C9 act 0.9, PostGolgi yeast -6, CYP2C9 inh 7, PostGolgi ctrl 9, PTPN22 act -7 and DAT uptake mod -0.54.
For COc1cc(C(=O)N2CCN(c3ccc(C)cc3C)CC2)cc(OC)c1OC the results were Ecoli WT expand 8, CYP2C9 act 0.8, PostGolgi yeast -11, CYP2C9 inh 17, PostGolgi ctrl 9 and DAT uptake mod 1.2.

Quoted from the listing (two entries):
For CCC(C)NC(=O)c1ccc(COc2ccccc2Cl)cc1 (centres undefined) the results were PTK2B oligo ant -0.76, LYP inh 2 4, Ecoli WT expand -10, CYP2C9 act 0.9, PostGolgi yeast -6, CYP2C9 inh 7, PostGolgi ctrl 9, PTPN22 act -7 and DAT uptake mod -0.54.
For COc1cc(C(=O)N2CCN(c3ccc(C)cc3C)CC2)cc(OC)c1OC the results were Ecoli WT expand 8, CYP2C9 act 0.8, PostGolgi yeast -11, CYP2C9 inh 17, PostGolgi ctrl 9 and DAT uptake mod 1.2.

More records follow:
Screening Cc1cc(C)c2c(n1)sc1c(=O)[nH]c(SCc3ccccc3)nc12 returned PTK2B oligo ant 0.38, LYP inh 2 8, Ecoli WT expand -1, CYP2C9 act 0.4, PostGolgi yeast -2, CYP2C9 inh 64*, PostGolgi ctrl 26, PTPN22 act -6 and DAT uptake mod 0.28.
Screening COCCCn1c(Cc2csc(Nc3ccc(F)cc3)n2)nnc1SCC(N)=O returned PTK2B oligo ant 0.22, LYP inh 2 7, Ecoli WT expand 6, CYP2C9 act 0.8, PostGolgi yeast -5, CYP2C9 inh 21, PostGolgi ctrl -8, PTPN22 act -5 and DAT uptake mod -0.0063.
`CCOC(=O)C1CCN(C(=O)CCn2c(=O)[nH]c3ccsc3c2=O)CC1` gave PTK2B oligo ant -0.36, LYP inh 2 4, Ecoli WT expand -2, CYP2C9 act 0.8, PostGolgi yeast -2, CYP2C9 inh 17, PostGolgi ctrl 2, PTPN22 act -6 and DAT uptake mod 0.23.
CC(Cl)C(=O)NNc1cccc(Cl)n1 (centres undefined) was read as PTK2B oligo ant 1.4, LYP inh 2 -1, Ecoli WT expand -3, CYP2C9 act 1, PostGolgi yeast -6, CYP2C9 inh -2, PostGolgi ctrl -2, PTPN22 act 4 and DAT uptake mod -0.14.
COc1cccc(C(=O)Nc2ccc(N3CCCC3)cc2)c1 was read as PTK2B oligo ant -0.65, LYP inh 2 2, Ecoli WT expand -12, CYP2C9 act 0.9, PostGolgi yeast 1, CYP2C9 inh 12, PostGolgi ctrl -5, PTPN22 act -4 and DAT uptake mod -0.14.
`CCc1ccc(/C=C/C(=O)c2c(C)cc(C)[nH]c2=O)cc1` gave PTK2B oligo ant -1.9, LYP inh 2 8, Ecoli WT expand 6, CYP2C9 act 1.2, PostGolgi yeast -5, CYP2C9 inh -23, PostGolgi ctrl 6, PTPN22 act -3 and DAT uptake mod 0.78.
`O=C(O)CCc1ccc(-c2ccccc2)n1-c1cccc(O)c1` gave PTK2B oligo ant 0.93, LYP inh 2 14, Ecoli WT expand 0, CYP2C9 act 0.7, PostGolgi yeast -6, CYP2C9 inh 30, PostGolgi ctrl 8, PTPN22 act -17 and DAT uptake mod 1.1.
Screening FC(F)(F)c1cccc(N2Cc3ccccc3C2)c1 returned PTK2B oligo ant -0.44, LYP inh 2 3, Ecoli WT expand 1, CYP2C9 act 0.9, PostGolgi yeast -2, CYP2C9 inh 7, PostGolgi ctrl 22, PTPN22 act -3 and DAT uptake mod -0.32.
`COC(=O)C1=C(C(=O)c2ccccc2)C(c2cccs2)n2nnnc2N1` (centres undefined) gave PTK2B oligo ant -0.62, LYP inh 2 1, Ecoli WT expand -8, CYP2C9 act 0.9, PostGolgi yeast 0, CYP2C9 inh 12, PostGolgi ctrl 11, PTPN22 act -2 and DAT uptake mod -0.73.
CC1CCCC(C)N1c1nnc(NC(=O)c2cc(-c3ccc(Br)cc3)on2)s1 (centres undefined) was read as LYP inh 2 2, Ecoli WT expand -9, CYP2C9 act 0.3, PostGolgi yeast 4, CYP2C9 inh 74*, PostGolgi ctrl 31* and PTPN22 act -4.
For O=C(c1ccc2ccccc2c1)N1CCN(c2ccc([N+](=O)[O-])c(N3CCOCC3)c2)CC1 the results were PTK2B oligo ant -0.24, LYP inh 2 3, Ecoli WT expand -15, CYP2C9 act 0.3, PostGolgi yeast -2, CYP2C9 inh 65*, PostGolgi ctrl 20, PTPN22 act -2 and DAT uptake mod 2.
For CCc1nn(-c2cc(Cl)ccc2OC)c2c1C(=O)CCC2 the results were PTK2B oligo ant 2, LYP inh 2 -3, Ecoli WT expand -3, CYP2C9 act 0.8, PostGolgi yeast -3, CYP2C9 inh 16, PostGolgi ctrl -8, PTPN22 act 2 and DAT uptake mod -0.13.
Screening O=C(COc1ncnc2ccccc12)NCCCN1CCCC1=O returned PTK2B oligo ant 0.05, LYP inh 2 8, Ecoli WT expand 0, CYP2C9 act 1.3, PostGolgi yeast 3, CYP2C9 inh -26, PostGolgi ctrl 10, PTPN22 act -10 and DAT uptake mod -0.18.
Screening COc1ccc(C(=O)CSc2nnc(-c3ccc(S(=O)(=O)N4CCOCC4)cc3)o2)cc1 returned PTK2B oligo ant 0.26, LYP inh 2 -4, Ecoli WT expand -20, CYP2C9 act 0.9, PostGolgi yeast -11, CYP2C9 inh 8, PostGolgi ctrl -1, PTPN22 act 3 and DAT uptake mod -1.3.
COc1nc(OC)nc(N2CCC(C(=O)NC3CCCCCC3)CC2)n1 was read as PTK2B oligo ant 0.44, LYP inh 2 -1, Ecoli WT expand -6, CYP2C9 act 1.1, PostGolgi yeast 11, CYP2C9 inh -11, PostGolgi ctrl 8, PTPN22 act -1 and DAT uptake mod -0.69.
Screening Cc1oc2nc(SCC(=O)Nc3ccc(S(N)(=O)=O)cc3)nc(NC(=O)c3ccccc3)c2c1C returned PTK2B oligo ant 0.33, LYP inh 2 16, Ecoli WT expand -17, CYP2C9 act 0.8, PostGolgi yeast -8, CYP2C9 inh 15, PostGolgi ctrl 5, PTPN22 act -14 and DAT uptake mod 0.98.
Screening Nc1nnc(SCC(=O)Nc2ccc(F)c(Cl)c2)n1-c1ccccc1 returned PTK2B oligo ant -0.38, LYP inh 2 0, Ecoli WT expand 6, CYP2C9 act 1, PostGolgi yeast -5, CYP2C9 inh 3, PostGolgi ctrl 1, PTPN22 act -3 and DAT uptake mod 0.33.
Cc1ccc(CNCC(O)(c2ccc(F)cc2)c2ccc(F)cc2)cc1 was read as PTK2B oligo ant 0.59, Ecoli WT expand 6, CYP2C9 act 0.8, PostGolgi yeast 18, CYP2C9 inh 24, PostGolgi ctrl 2 and DAT uptake mod 2.
Screening CCN(CC)CCOc1c(Br)ccc2c1sc1nc3n(c(=O)c12)CCC3 returned PTK2B oligo ant -0.42, LYP inh 2 -1, Ecoli WT expand 3, CYP2C9 act 0.8, PostGolgi yeast 16, CYP2C9 inh 15, PostGolgi ctrl -5, PTPN22 act -1 and DAT uptake mod 0.31.
Screening COc1cccc(CNC(=O)C2CCCN(S(=O)(=O)c3c(C)n[nH]c3C)C2)c1 (centres undefined) returned PTK2B oligo ant -0.75, LYP inh 2 -1, Ecoli WT expand 4, CYP2C9 act 0.8, PostGolgi yeast -4, CYP2C9 inh 21, PostGolgi ctrl 3, PTPN22 act 2 and DAT uptake mod -0.02.
COC(=O)c1ccc(Oc2ccc(C(C)(C)C)cc2)c([N+](=O)[O-])c1 was read as PTK2B oligo ant -1, LYP inh 2 -5, Ecoli WT expand 1, CYP2C9 act 0.4, PostGolgi yeast 21, CYP2C9 inh 60*, PostGolgi ctrl 3 and PTPN22 act 9.
For COc1ccc(CN2CCN(c3cc(C)nc4c5c(C)cc(C)nc5nn34)CC2)cc1F the results were PTK2B oligo ant -0.12, CYP2C9 act 0.7, CYP2C9 inh 29 and DAT uptake mod -0.58.
Screening CCOC(=O)C1CCN(C(c2cc3ccc(C)c(C)c3[nH]c2=O)c2nnnn2C2CCCCC2)CC1 (centres undefined) returned PTK2B oligo ant -0.12, LYP inh 2 -2, Ecoli WT expand -1, CYP2C9 act 0.1, PostGolgi yeast 13, CYP2C9 inh 90*, PostGolgi ctrl 4, PTPN22 act 0 and DAT uptake mod 0.17.
`O=C1CC(N2CCC(c3nc4ccccc4[nH]3)CC2)C(=O)N1Cc1ccccc1` (centres undefined) gave PTK2B oligo ant -0.44, LYP inh 2 2, Ecoli WT expand -12, CYP2C9 act 0.7, PostGolgi yeast -12, CYP2C9 inh 30, PostGolgi ctrl 6, PTPN22 act -3 and DAT uptake mod 1.9.
Screening COCCCn1cnnc1SCC(=O)Nc1ccc(S(=O)(=O)N2CCCC2)cc1 returned PTK2B oligo ant 0.16, LYP inh 2 11, Ecoli WT expand -9, CYP2C9 act 0.8, PostGolgi yeast 7, CYP2C9 inh 19, PostGolgi ctrl 6, PTPN22 act -8 and DAT uptake mod 0.23.
